# CendR NRP1 mod – alters CendR peptide binding to human NRP-1; FAM-RPARPAR peptide binding to NRP-1, fluorescence polarization; O14786; inhibition, % at 25 µM; 360,000 tested, 0.85% active;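 active = inhibition or corrected inhibition above about 18%, plus a signal ratio from 0.5 to 1.5, limit read from the data, passing the limit was not always enough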; also: strong numbers were not always called active
# Target sequence (O14786 whole entry, looked up): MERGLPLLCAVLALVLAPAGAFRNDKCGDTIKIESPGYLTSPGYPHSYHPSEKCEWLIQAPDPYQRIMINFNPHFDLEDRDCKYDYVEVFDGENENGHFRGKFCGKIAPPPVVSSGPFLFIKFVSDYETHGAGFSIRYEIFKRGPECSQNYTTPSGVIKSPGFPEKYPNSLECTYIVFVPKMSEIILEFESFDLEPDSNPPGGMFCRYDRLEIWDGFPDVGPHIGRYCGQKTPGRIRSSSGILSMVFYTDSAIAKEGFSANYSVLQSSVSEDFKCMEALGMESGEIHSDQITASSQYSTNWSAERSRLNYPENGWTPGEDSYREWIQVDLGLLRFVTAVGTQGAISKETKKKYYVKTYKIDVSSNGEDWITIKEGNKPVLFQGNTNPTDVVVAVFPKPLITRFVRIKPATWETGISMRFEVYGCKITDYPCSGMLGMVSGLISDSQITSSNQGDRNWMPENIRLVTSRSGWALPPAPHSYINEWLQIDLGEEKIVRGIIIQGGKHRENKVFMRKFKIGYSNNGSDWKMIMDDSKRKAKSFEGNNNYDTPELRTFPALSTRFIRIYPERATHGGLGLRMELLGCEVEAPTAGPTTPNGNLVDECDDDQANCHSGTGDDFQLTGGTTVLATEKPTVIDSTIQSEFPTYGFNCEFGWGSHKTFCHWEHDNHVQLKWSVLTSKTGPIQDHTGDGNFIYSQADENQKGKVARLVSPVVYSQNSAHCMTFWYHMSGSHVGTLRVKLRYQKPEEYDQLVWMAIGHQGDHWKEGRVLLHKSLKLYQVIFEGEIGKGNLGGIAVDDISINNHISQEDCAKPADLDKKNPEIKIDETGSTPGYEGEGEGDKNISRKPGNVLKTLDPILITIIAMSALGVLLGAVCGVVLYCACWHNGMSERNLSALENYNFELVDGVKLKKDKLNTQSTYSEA
# MT1-MMP act inh – blocks activation of human MT1-MMP; P50281; AID 651647; HT1080 RFP-PRO-GFP cells, GFP/RFP ratio fluorescence, overnight; percent of plate control window, DMSO zero; 360,000 tested, 0.061% active; GFP/RFP ratio change, % at 20 µM;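 active = GFP/RFP ratio change of at least 30% with cell ATP level not reduced by more than half and red fluorescence within 50% of control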; also: strong numbers were not always called active
#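 Assay system: RFP-PRO-GFP reporter HT1080 cells; read-out basis: GFP/RFP fluorescence ratio; benchmarks: DMSO wells and RFP-L50D-GFP cells; doses: 20 µM single dose, 1% DMSO; schedule: overnight cell settling, then overnight compound exposure, 37 °C, 5% CO2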
# NadD inh – NadD (S. aureus) enzyme inhibition; purified NadD enzyme, colorimetric absorbance read-out; inhibition, % at 20 µM; 360,000 tested, 0.78% active; AID 602399; in the data active = inhibition above about 26%; also: some compounds past the cut are filed as inactive
# LMPTP inh – blocks human LMPTP phosphatase; recombinant LMPTP-A, OMFP fluorogenic substrate, fluorescence intensity; inhibition, % at 20 µM; 360,000 tested, 0.22% active; AID 651560;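 active = compounds that cut the enzyme signal by at least half of the control window in the single-dose screen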;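 also: plate controls were DMSO wells with enzyme plus substrate for no effect and substrate without enzyme for full effect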
#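 Assay system: LMPTP-A phosphatase enzyme | Input: 0.625 nM enzyme | Also added: Fluorogenic phosphatase substrate OMFP at 400 µM final | Compound dosing: One test concentration per compound, 20 µM, with 3% DMSO overall | Schedule: 50 min enzyme reaction at room temperature, protected from light | Signal: Fluorescence intensity | Benchmarks: no-enzyme and uninhibited controls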
# STEP inh – STEP (human) phosphatase inhibition | P54829 | recombinant STEP, OMFP fluorogenic substrate, fluorescence | inhibition, % at 20 µM | 360,000 tested, 0.25% active;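 active = inhibition at 20 µM, scaled per plate between control wells, above about 37%, limit read from the data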;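 also: 0% = DMSO with enzyme and substrate and 100% = substrate only without enzyme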
#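 System: isolated STEP enzyme; schedule: 20 min enzyme reaction at room temperature, protected from light; medium: Bis-Tris buffer pH 6.0, 2.5 mM DTT, 0.005% Tween 20; signal: fluorescence, 480/540 nm; dosing: single compound dose of 20 µM, 1% DMSO final; also added: OMFP substrate, 25 µM final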
# SKN-1 block – blocks SKN-1 activity in C. elegans | 360,000 tested, 0.49% active | inhibition, % at 21.8 µM | C. elegans VP596 Pgst-4::GFP/RFP ratio, acrylamide-induced, 24 h;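 active = interference check ratio from 0.5 to 1.5 plus GFP to RFP signal ratio inhibition reaching or exceeding a fixed threshold, cut at about 30% in these data, passing the limit was not always enough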; also: some compounds called inactive have numbers as strong as hits
# DNMT1 block – blocks human DNA methyltransferase DNMT1; inhibition (reported as % activation of signal), % at 10 µM; 360,000 tested, 0.83% active; DNMT1 molecular beacon, Hinp1I cleavage, fluorescence; P26358; in the data active = inhibition above about 50%
# SUMO1-SIM PPI – SUMO1-SIM interaction modulation; P63165; SUMO1 binding to a labelled peptide, TR-FRET, 1 h; inhibition, % at 20 µM; 360,000 tested, 0.33% active; in the data active = inhibition above about 37%
# Rpn11 block – Rpn11 (human) deubiquitinase inhibition; O00487; human 26S proteasome, Ub4-pepOG fluorescence polarization; 20S core pre-blocked with epoxomicin; calls only at 20 µM; 360,000 tested, 0.59% active; AID 588493;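 active = inhibition at 20 µM, scaled to each plate's controls, above about 33%, limit read from the data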
# Scp1 inh – Scp-1 (human) phosphatase inhibition. Q9GZU7. Recombinant Scp1, phosphopeptide, malachite green phosphate absorbance. inhibition, % at 20 µM. 340,000 tested, 0.88% active. AID 493091;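 active = inhibition above about 50% at 20 µM, limit read from the data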;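 also: plate controls were DMSO wells with enzyme for no effect and wells lacking enzyme for full effect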
# Target sequence (Q9GZU7 76-261 limits assumed): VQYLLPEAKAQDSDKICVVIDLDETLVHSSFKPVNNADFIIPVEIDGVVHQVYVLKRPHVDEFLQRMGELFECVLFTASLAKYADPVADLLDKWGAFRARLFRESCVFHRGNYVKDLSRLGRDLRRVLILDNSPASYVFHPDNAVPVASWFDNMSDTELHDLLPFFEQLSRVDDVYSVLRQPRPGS
#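 Test system: SCP-1 phosphatase catalytic domain, residues 76-261; measured by: colorimetric phosphate reagent with accelerator and stabiliser, absorbance at 630 nm; timing: enzyme reaction 45 min at room temperature, colour 5 min, stabilisation 30 min; also added: Phosphorylated 17-residue peptide substrate; compound dosing: one concentration, 20 µM, with 1.0% DMSO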
# * = called active by the depositor; i = inactive; . = not tested or not shown.
SMILES,CendR NRP1 mod,MT1-MMP act inh,NadD inh,LMPTP inh,STEP inh,SKN-1 block,DNMT1 block,SUMO1-SIM PPI,Rpn11 block,Scp1 inh
CC1CCN(C(=O)c2ccc(N3C(=O)C4CCC(C)CC4C3=O)cc2)CC1 (stereo not drawn),2,2,4,0.0,-1,-1,2,3,i,-7
Cc1cc(C(=O)N2CCCC(N3CCN(Cc4ccc5c(c4)OCO5)CC3)C2)n[nH]1 (stereo not drawn),1,2,-1,-2.4,-1,5,3,1,i,-4
COc1cc(/C=C2\C(=N)N3N=C(S(C)(=O)=O)SC3=NC2=O)ccc1OCCOc1ccc(C)cc1,-49,3,33*,6.6,9,16,-5,6,i,67*
CC1CCCN(C(=O)CNC(=O)Cn2ccc3ccccc3c2=O)C1 (stereo not drawn),-1,1,0,-2.0,0,3,-1,5,i,-5
Cc1nnc(N/N=C/c2cccs2)[nH]c1=O,13,-3,-5,-0.7,2,-6,56*,10,i,-2
O=C(CCc1nc2ccccc2c(=O)[nH]1)OCc1ccc(Cl)cc1Cl,0,2,-12,-0.7,-3,12,4,-2,i,0
CN(Cc1ccc(Cl)cc1)C(=O)CCl,0,-3,7,-0.6,0,-7,4,0,i,-10
Cc1cc(C(=O)OCC(=O)N2CC(C)OC(C)C2)c(C)n1-c1ccccc1 (stereo not drawn),3,0,3,-7.7,-1,-11,1,12,i,-5
Cc1ccc(CN2CCN(C(=O)c3cccc4ccccc34)CC2)cc1,-5,-2,-4,-1.0,-3,-5,4,2,i,-5
CCNC(=O)CSc1nc2ccccc2c(=O)n1-c1cc(OC)ccc1OC,9,4,0,-0.4,-5,5,-4,3,i,-3
CCOCCCNC(=O)c1cc2sc(Cl)cc2n1CC,16,4,-6,0.2,-1,6,-2,-2,i,3
Cc1ccc(OCC(=O)Nc2nnc(-c3ccco3)s2)cc1,-5,4,12,1.2,0,-6,1,2,i,-4
C=CCn1c(COc2cccc3cccnc23)nnc1SCC(=O)OC,-1,0,4,-1.0,-6,9,-1,-5,i,-2
O=C(Cn1c(CC(=O)N2CCOCC2)nc2ccccc21)Nc1ccc2c(c1)OC(F)(F)O2,-8,0,10,0.2,-4,-4,-2,0,i,0
N#Cc1c(NCc2ccccc2)ccnc1NCc1cccnc1,-1,.,0,-0.8,1,15,-2,1,i,-1
O=[N+]([O-])c1ccc(Cl)c(/C=N/N2CCN(Cc3ccccc3)CC2)c1,2,4,8,1.6,-2,-8,-6,-18,i,3
CCN1CCN(S(=O)(=O)c2ccc(Cl)c(C(=O)NCc3ccco3)c2)CC1,12,-4,-8,-0.2,0,-2,-1,0,i,7
COc1ccc(CCNS(=O)(=O)c2cnc(Cl)c(Br)c2)cc1OC,-1,-3,-1,-1.3,-1,4,0,29,i,-4
Cc1cc(N2CCCCC2)nc(-c2ccc(Br)cc2)n1,-2,5,-4,3.6,0,4,-4,45*,i,-4
CCCP(=O)(CC(=O)O)c1ccccc1 (stereo not drawn),-7,3,2,-1.3,3,-1,2,2,i,-2
O=C(O)c1ccc(/C=C2\SC(=S)N(NC(=O)c3ccccc3[N+](=O)[O-])C2=O)cc1,-10,3,-6,0.7,5,-13,0,4,i,5
CCCCOC(=O)c1ccc(NC(=O)C(=O)NCc2ccco2)cc1,-11,.,-1,-1.8,-1,-3,14,3,i,9
CN(/C=C1/C(=O)CNC1=O)CCO,0,-2,-2,-0.8,3,4,-2,4,i,-3
Cc1ccc2cc(C#N)c(SCC(=O)N3CCCc4ccccc43)nc2c1C,24*,-6,2,1.5,4,-2,5,6,i,-20
S=C(NC1CCCCC1)N1CCCCC1,0,0,0,-1.4,0,0,2,0,i,-3

# Later entries
SMILES,CendR NRP1 mod,MT1-MMP act inh,NadD inh,LMPTP inh,STEP inh,SKN-1 block,DNMT1 block,SUMO1-SIM PPI,Rpn11 block,Scp1 inh
NC1=NC(=Nc2cccc(S(=O)(=O)N3CCOCC3)c2)c2ccccc21,0,-2,3,-0.2,0,2,2,-2,i,-9
N/C(=N\OC(=O)/C=C/c1ccccc1)c1ccncc1,2,3,7,-0.8,1,11,1,-8,i,-3
OC(COC(c1ccccc1)c1ccccc1)CN1CCOCC1 (stereo not drawn),2,-1,5,-1.1,0,-4,1,-2,i,-1
COc1ccc(C2c3c(C)nn(-c4ccccc4)c3NC(=O)N2c2ccccc2)cc1 (stereo not drawn),-5,2,6,0.8,0,10,2,-1,i,-3
CC#CCN(Cc1ccco1)C(=O)C1CCC(=O)N(Cc2ccccc2F)C1 (stereo not drawn),23*,2,-1,-0.5,-1,-2,0,-4,i,-7
CCOC(=O)C1=C(O)/C(=C/c2cc(OC)c(OC)c(OC)c2)SC1=Nc1ccc(OC)cc1,16,-2,-16,1.2,2,-1,-13,3,i,-4
CCC(C)Sc1cccc(-c2nc3ccc(Cl)cn3c2NCc2ccccc2)c1 (stereo not drawn),-14,-5,31*,12,5,8,3,11,i,31
CCOC(=O)c1ccc(COC(=O)c2ccc(-c3nnc(-c4ccccc4)o3)cc2)o1,-6,2,0,0.7,2,-7,11,0,i,-6
CC(C)C(=O)Nc1c2c(nc3ccccc13)N(C)CC2,-11,2,3,2.0,0,9,0,-1,i,-5
O=C(Nc1cnn(Cc2ccc(F)cc2)c1)c1cc2nc(-c3ccco3)cc(C(F)(F)F)n2n1,4,-1,-7,-2.5,2,1,-5,0,i,-1
O=C(O)CCN1C(=O)c2ccccc2Sc2ncccc21,6,-1,-4,-0.4,-4,-6,0,2,i,-8
CC1=C(C#N)CCC(=O)N1Cc1c(C)cc(C)cc1C,10,4,4,-4.0,-4,6,1,2,i,-7
COc1cc(-c2nc3cnccn3c2Nc2ccc(C(C)C)cc2)ccc1O,-12,10,25,2.4,-2,19,-3,-8,i,3
O=C(CN1CCN(C(=O)c2ccco2)CC1)Nc1ccc(Cl)c(S(=O)(=O)N2CCOCC2)c1,-6,1,-3,-1.3,1,6,0,5,i,-5
COc1ccc(C2c3[nH]c4ccccc4c3CCN2CCCn2cccn2)cc1C (stereo not drawn),-2,-4,-2,0.2,0,10,-6,-7,i,-2
CC(C)[C@H](NC(=O)c1ccccc1F)C(=O)OCC(=O)NC1CC1,-1,2,6,-1.3,-1,2,9,0,i,-3
COC(=O)C1=C(C(=O)c2ccc(C)cc2)C(c2ccc(OC)c(OC)c2)n2nnnc2N1 (stereo not drawn),6,5,2,-5.5,5,5,0,-12,i,3
C=CCn1c(SC(C)C(=O)NCC2CCCO2)nnc1-c1ccc(OC)cc1 (stereo not drawn),0,-3,-2,-0.6,-2,-9,0,2,i,-9
COc1ccc(C(=O)/C=C/c2ccc(F)cc2)c(OC(=O)c2ccc([N+](=O)[O-])cc2)c1,3,-10,-6,1.9,0,5,3,-21,i,-10
CCn1c(CC(=O)Nc2ccccc2Cl)nnc1SCC(=O)NC1CCCC1,6,2,-7,0.4,-1,-10,1,-2,i,1
Nc1[nH]c(C(=O)c2ccccc2)c(-c2ccncc2)c1C(=O)NC1CC1,-14,2,1,0.1,.,11,.,-16,.,.
COc1ccc2oc(C(=O)Nc3ccc(C)cn3)c(C)c2c1,-8,0,1,0.6,0,-4,-1,-5,i,-3
Cn1c(CN2CCOCC2)nnc1SCC(=O)Nc1ccc2c(c1)OCCO2,0,.,-3,-0.5,-1,14,-4,0,i,6
CCN(Cc1ccccc1)C(=O)c1ccc(SC)cc1OC,5,2,2,-0.6,0,-10,2,0,i,2
COC(=O)Nc1ccc(S(=O)(=O)Nc2cnc3ccccc3n2)cc1,1,1,2,-0.3,-3,1,0,-1,i,-6

# The list goes on:
SMILES,CendR NRP1 mod,MT1-MMP act inh,NadD inh,LMPTP inh,STEP inh,SKN-1 block,DNMT1 block,SUMO1-SIM PPI,Rpn11 block,Scp1 inh
Cc1ccc(C(=O)NCc2n[nH]c(=S)n2-c2ccccc2)cc1[N+](=O)[O-],10,.,2,-1.2,0,9,7,-6,i,7
CC(C(=O)Nc1ccccc1)N(C)CCOc1ccc(Br)cc1 (stereo not drawn),9,-2,-4,0.6,-3,18,-3,-2,i,2
O=C(CSC1=NS(=O)(=O)c2cc(Cl)ccc2N1)NCCc1ccccc1,10,3,-6,1.1,-1,5,-4,-4,i,19
CC(C)(C)S(=O)(=O)N1Cc2ccc(CO)cc2[C@H]1CCO,-1,1,-3,-0.5,-2,-5,4,5,i,8
OCCN(CCO)c1nc2ccccc2[nH]1,-3,1,0,-0.3,-3,12,1,-1,i,3
O=C(Cn1nc(-c2ccccc2)ccc1=O)NCC1COCCO1 (stereo not drawn),4,-4,-3,-0.6,0,-21,3,-5,i,0
NC(=O)c1ccc(NC(=O)COC(=O)CCc2ccc(S(=O)(=O)N3CCCCC3)cc2)cc1,-12,0,-2,-0.2,1,3,-2,6,i,-9
CCCS(=O)(=O)NC(=O)C1(C)CCN(C(=O)c2ccccc2Br)C1 (stereo not drawn),-7,2,-3,-1.2,3,-1,0,-3,i,.
Cc1ccc(OCC(=O)O/N=C(\N)c2ccncc2)c(C)c1,2,2,-2,-0.5,0,19,0,0,i,-2
COc1ccc(C(=O)N(C)CCCC2CCCC2)cc1OC1CCN(C(C)=O)CC1,9,2,5,-0.1,-2,10,-1,-2,i,-2
C[C@H](NS(=O)(=O)OCC(Cl)(Cl)Cl)C1CC1c1ccccc1 (stereo partly drawn),7,2,-6,-0.1,1,-1,17,8,i,-1
CCOc1ccc(NC(=O)CSc2nnnn2C2CCCC2)cc1,5,0,-1,-0.3,0,13,2,5,i,-1
CC(O)c1ccc(Oc2cnccn2)cc1 (stereo not drawn),-11,-1,-7,-1.0,-2,9,4,0,i,-2

# An excerpt from above, limited to MT1-MMP act inh, CendR NRP1 mod and LMPTP inh.
canonical_smiles,MT1-MMP act inh,CendR NRP1 mod,LMPTP inh
Cc1ccc(OCC(=O)O/N=C(\N)c2ccncc2)c(C)c1,2,2,-0.5
COc1ccc(C(=O)N(C)CCCC2CCCC2)cc1OC1CCN(C(C)=O)CC1,2,9,-0.1
C[C@H](NS(=O)(=O)OCC(Cl)(Cl)Cl)C1CC1c1ccccc1 (stereo partly drawn),2,7,-0.1

# Complete entries from above. Values in the order: CendR NRP1 mod, MT1-MMP act inh, NadD inh, LMPTP inh, STEP inh, SKN-1 block, DNMT1 block, SUMO1-SIM PPI, Rpn11 block, Scp1 inh
# `S=C(NC1CCCCC1)N1CCCCC1` as listed: 0, 0, 0, -1.4, 0, 0, 2, 0, i, -3
# `Cc1ccc(OCC(=O)O/N=C(\N)c2ccncc2)c(C)c1` as listed: 2, 2, -2, -0.5, 0, 19, 0, 0, i, -2
# `Nc1[nH]c(C(=O)c2ccccc2)c(-c2ccncc2)c1C(=O)NC1CC1` as listed: -14, 2, 1, 0.1, ., 11, ., -16, ., .

# Screens as filed in PubChem.
